Integrin act MD = integrin-mediated muscular dystrophy alleviation activation. Potency, µM (highest dose often 38.3 µM), inactives show at the top dose activation, most hits filed as activators. alpha7betagal myoblasts, beta-gal FDG fluorescence, 48 h. hit rate 0.064% among 350,000. AID 624291;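 note: potency is the fitted concentration of half-maximal effect; 100% = response of the positive control SU9516; nearly all actives have a fitted effect of over 60% in size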
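alpha7betagal+/- myoblasts (passage 13, 250/well) treated 48 h at 37C with compounds at 1:260 dilution of DMSO stock. Lysed, then beta-galactosidase activity read as FDG fluorescence (ex 480/em 540) after 30 min, with pre-read for autofluorescence.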
TRPV1 agonist = activates the human vanilloid receptor TRPV1; TRPV1-expressing cells, Fluo-8 calcium influx, agonist mode; activation, % at 8.33 µM; hit rate 0.19% among 320,000; in the data active = activation above about 80%; inconclusive = between about 30% and that limit; note: 0% is about no effect
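Cells expressing TRPV1 were dye-loaded with Fluo-8 and read kinetically: 10 s baseline, 3 min after compound (agonist portion), then 2 min after EC20 capsaicin (allosteric enhancer portion). Calcium-bound dye fluorescence at 480/520 nm.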
S-ASM inh = blocks human secretory acid sphingomyelinase | Potency, µM (titrated, usually from 57.5 µM), without a hit: at the top dose activity change, negative = inhibition, hits mostly inhibitors | placental ASM, HMU-PC fluorogenic substrate, 60 min | AID 504937 | hit rate 0.006% among 340,000; note: potency is the fitted concentration of half-maximal effect
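Human placenta-derived ASM enzyme was preincubated with compound for 10 minutes at room temperature, then given fluorogenic substrate HMU-PC0 (9 uM final) for 60 minutes at 37 °C; a pH 10 stop preceded fluorescence reading at Ex 386/Em 447 nm.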
A-T KAP1 phos = potential ataxia-telangiectasia treatments restoring KAP-1 phosphorylation. hit rate 0.19% among 320,000. AID 485349. Potency, µM (top dose mostly 57.5 µM), for the others: at the highest dose activation, hits mostly activators. […] A-T fibroblasts, KAP-1 phosphorylation AlphaLISA; neocarzinostatin DNA damage 30 min before lysis; note: potency is the fitted concentration of half-maximal effect; % of control where 0% means no effect; nearly all actives have a fitted effect of over 45% in size
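hTERT-immortalized A-T patient fibroblasts ([…]), 500 cells/well in OPTI-MEM, 1% FBS, got compounds for 60 min, then NCS for 30 min at 37C. Lysates were then assayed for phospho-KAP-1 by AlphaLISA (anti-pKAP1 donor, anti-KAP1 acceptor beads), 6 hr at 25C.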
FBPA coupling cs = coupling enzyme interference in Giardia aldolase counter-screen | coupling enzyme system counterscreen, AmpLite Red fluorescence | hit rate 0.67% among 290,000 | activity change, negative = inhibition, % at 58.2 µM, hits read low; in the data active = activity change below about -30%; note: % is set by controls: 0 for no effect and ±100 for the full control effect
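Final compound at 57.5 uM, incubated 10 min at RT with coupling enzyme reagent (glyceraldehyde-3-phosphate), then 20 min with substrate and AmpLite Red detection. Fluorescence read at 525/598 nm; tests interference with the coupling assay, not aldolase inhibition.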
KCNH2 3.1 inh = inhibitors of human KCNH2 3.1 potassium channel isoform. U2OS KCNH2 3.1, thallium flux FluxOr; active compounds read low. activity change, % (tested at about 1.8 µM). hit rate 0.95% among 340,000;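 active = maximum activity change below -70%; inconclusive = maximum activity change from -70% to -50%; inactive = maximum activity change above -50%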;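 note: thallium influx rate constant from kinetic fluorescence after stimulation buffer; % is set by controls: 0 for no effect and ±100 for the full control effect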
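Kinetic fluorescence (2 min after stimulation buffer) measures Tl+ influx through KCNH2 3.1 expressed by viral transduction in U2OS cells; the rate constant is normalized against DMSO controls serving as positive and negative references.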
MBNL1 CUG block = MBNL1-poly(CUG) RNA binding inhibition | Potency, µM (doses to about 57.5 µM), without a hit: at the top dose activity change, negative = inhibition, most hits filed as inhibitors | Q9NR56 | AID 2675 | hit rate 0.036% among 280,000 | TR-FRET MBNL1-His/biotin-(CUG)12 binding, 665/545 ratio; active = well fitted inhibition curve with a large enough effect in the signal ratio, with a control signal flat, not every such curve was filed as active; inconclusive = small, poorly fitted or top-dose-only effect, or effect the other way, or a change in a side signal; inactive = no such curve, though single readings can be large or run the other way; the % refers to the signal ratio; note: potency is the fitted concentration of half-maximal effect; % is set by controls: 0 for no effect and ±100 for the full control effect
Target sequence (Q9NR56 whole entry, looked up): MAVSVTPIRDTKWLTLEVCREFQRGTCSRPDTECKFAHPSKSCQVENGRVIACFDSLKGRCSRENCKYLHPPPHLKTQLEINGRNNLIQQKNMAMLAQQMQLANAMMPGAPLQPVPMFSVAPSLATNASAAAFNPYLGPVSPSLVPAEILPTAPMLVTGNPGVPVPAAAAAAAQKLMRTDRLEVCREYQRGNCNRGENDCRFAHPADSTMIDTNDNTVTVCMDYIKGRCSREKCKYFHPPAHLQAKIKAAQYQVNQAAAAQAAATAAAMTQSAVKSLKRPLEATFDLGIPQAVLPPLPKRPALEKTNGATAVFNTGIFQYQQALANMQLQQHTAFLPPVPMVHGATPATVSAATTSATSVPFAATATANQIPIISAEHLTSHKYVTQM
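Compounds (final 92 nM to 58 uM) are added to His-tagged MBNL1 and biotin-(CUG)12, then terbium anti-His antibody and streptavidin-XL665 (5 nM final). After 60 min at room temperature, the 665/545 nm ratio is read.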
MLL CXXC-DNA inh = MLL CXXC-DNA interaction inhibition | Q03164 | MLL-CXXC / FITC-HOXA9 DNA fluorescence polarization | Potency, µM (titrated, usually from 115 µM), for the others: top-dose activity change, negative = inhibition, actives largely listed as inhibitors | hit rate 0.037% among 290,000; active = well fitted inhibition curve with a large enough effect in the polarisation, with a control signal flat, not every such curve was filed as active; inconclusive = small, poorly fitted or top-dose-only effect, or effect the other way, or a change in a side signal; inactive = no such curve, though single readings can be large or run the other way; the % refers to the polarisation; note: potency is the fitted concentration of half-maximal effect
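Steps: dispense CXXC domain solution (7 uM) → pin compounds or unlabeled HOX-A9 DNA control → 5 min ambient → add FLSN-HOX-A9 solution (50 nM) → spin → 30 min ambient → fluorescence polarization. Tris pH 7.5/NaCl/DTT/BSA buffer.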
hERG WT inh = inhibitors of human wildtype KCNH2 potassium channel | activity change, % at 1.84 µM | U2OS, BacMam KCNH2, thallium flux FluxOr; active compounds read low | Q12809 | hit rate 0.37% among 340,000;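 active = maximum activity change below -70%; inconclusive = maximum activity change between -70% and -50%; inactive = maximum activity change above -50%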; note: % is set by controls: 0 for no effect and ±100 for the full control effect
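U2OS cells transduced with wild-type KCNH2 virus are loaded with FluxOr dye for 45 min, and thallium flux is measured in kinetic reads before and after stimulation buffer. Rate constants are normalized to DMSO controls.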
GALK inhibitor = blocks human galactokinase activity; P51570; Purified GALK, Kinase-Glo residual ATP luminescence; Potency, µM (highest dose often 57.5 µM), for the others: top-dose activity change, negative = inhibition, usual class: inhibitors; hit rate 0.007% among 270,000; AID 1868; note: potency is the fitted concentration of half-maximal effect; % is set by controls: 0 for no effect and ±100 for the full control effect
Target sequence (P51570 whole entry, looked up): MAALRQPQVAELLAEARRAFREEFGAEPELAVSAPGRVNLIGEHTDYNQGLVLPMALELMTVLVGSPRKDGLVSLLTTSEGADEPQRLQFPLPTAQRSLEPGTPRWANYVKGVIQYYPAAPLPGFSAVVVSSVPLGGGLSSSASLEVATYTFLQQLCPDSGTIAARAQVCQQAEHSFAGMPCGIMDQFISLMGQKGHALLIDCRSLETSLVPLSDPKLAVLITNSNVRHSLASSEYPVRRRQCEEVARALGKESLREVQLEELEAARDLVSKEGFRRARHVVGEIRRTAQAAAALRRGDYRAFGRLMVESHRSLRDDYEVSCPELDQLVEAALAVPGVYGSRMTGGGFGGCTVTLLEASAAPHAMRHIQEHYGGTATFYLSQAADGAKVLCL
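Compounds were pin-transferred into ATP buffer (35 uM final), then GALK plus galactose (5 nM, 100 uM final) was added. After 1 h at room temperature, Kinase-Glo Plus was added and luminescence read after 10 min.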
Starred values were filed as active, the others as inactive; ? = inconclusive; . = not tested or not shown; [ ] = remark or other dose. Unless noted, calls come from the whole dose curve; as a rule, active = well fitted curve in the direction sought with a large enough effect; inconclusive = small, poorly fitted or top-dose-only effect, or another doubt; inactive = no such curve, though single readings can be large; an effect the other way counts as inactive or inconclusive.

SMILES	Integrin act MD	TRPV1 agonist	S-ASM inh	A-T KAP1 phos	FBPA coupling cs	KCNH2 3.1 inh	MBNL1 CUG block	MLL CXXC-DNA inh	hERG WT inh	GALK inhibitor
Cc1noc(C)c1C(=O)N1CCC2(CC1)Oc1ccc(F)cc1C(=O)C21CC(c2ccc(Cl)cc2)=NO1 (configuration not stated)	10%	-7	-1%	13%	1	-40	-1%	-1%	8	-2%
O=C(COC(=O)/C=C/c1ccc(F)cc1)Nc1ccccc1-c1ccccc1	-28%	4	-1%	-5%	-3	2	.	18%	6	-1%
CCCCCCCCNc1nc(Cl)nc(NCc2ccco2)n1	-3%	4	2%	3%	1	10	-4%	10%	-5	.
CC(C)(C)C(=O)Nc1ccc(-c2nnc3n2CCCCC3)cc1	?	8	0%	11%	.	7	7%	7%	-28	-3%
Cc1cc(F)ccc1NC(=O)c1cc(S(=O)(=O)N2CCOCC2)cn1C	-7%	7	9%	-3%	0	2	-2%	.	1	.
CCC(=O)Nc1nnc(CCc2ccccc2)s1	4%	3	44%[activator]	-4%	1	-5	0%	2%	1	-2%
O=C1OCCC1Sc1nnc(-c2cccs2)n1Cc1ccccc1 (configuration not stated)	13%[7.66 µM]	0	0%	-3%	2	.	10%	19%	30	4%
CNC[C@H]1Oc2c(NS(=O)(=O)c3ccccc3)cccc2C(=O)N([C@H](C)CO)C[C@@H]1C	0%	.	0%	0%	.	5	.	.	6	.
Cc1cccc(C(C#N)c2nc3ccccc3nc2C(F)(F)F)c1 (configuration not stated)	22%	.	-4%	.	.	2	.	.	-3	.
CC1CCN(c2nc3c(c(=O)n(C)c(=O)n3C)n2Cc2ccccc2)CC1	-32%	15	-1%	7%	-1	31	0%	-3%	8	2%
CC(C)OCCCN1CN(S(=O)(=O)c2cccc(Cl)c2)c2nc3ccccc3nc21	7%	12	-12%	3%	-3	-4	23%	-1%	4	-3%
CCn1c(COc2ccc(C)cc2)nnc1SCC(=O)C(C)(C)C	15%	?	-2%	-5%	2	-2	-1%	-14%	5	-3%
COc1ccc(NC(=O)CN(c2ccc(OC)c(Cl)c2)S(=O)(=O)c2ccccc2)cc1	2%	2	-1%	-5%	-3	-4	-5%	5%	4	-1%
C=CCn1c(Sc2nncn2C)nc2c1c(=O)[nH]c(=O)n2C	15%	2	1%	0%	-2	3	?	-3%	1	-1%
CCOCC(=O)N1CCN(Cc2ccc3c(c2)OCO3)CC1	-11%	1	10%	6%	-1	-12	5%	-1%	-8	0%
Cc1ccc(C(=O)N2CCCN(c3nc4cc5c(cc4cc3C#N)OCO5)CC2)cc1	-52%[inhibitor]	-1	.	20%	-11	-4	?	14%	3	-2%
CCCCCCCC(=O)N/N=C/c1ccncc1	2%	?	1%	9%	6	20	8%	3%	-6	-1%
COc1ccc(OC)c(N2C(=O)C(Cl)=C(N3CCOCC3)C2=O)c1	-37%	0	1%	6%	3	-3	15%	-18%	15	7%
Cc1ccc2nc(-c3ccc(NC(=O)COC(=O)c4ccco4)cc3)sc2c1	-18%	1	14%	1%	2	-1	181%[activator]	5%	-4	0%
CN(Cc1ccccc1)c1nc2nonc2nc1N1CCCC(CN2CCCC2=O)C1 (configuration not stated)	10%	-1	-3%	8%	4	4	0%	-15%	6	4%
CC(=O)c1cc(C)ccc1OC(=O)c1ccco1	31%	0	0%	3%	0	-21	-6%	96%[activator]	-1	0%
Cc1ccc(NC(=O)CSc2ccc(S(=O)(=O)N3CCCC3)cn2)cc1F	-5%	16	-1%	-3%	.	3	.	.	-17	.
Cc1ccc(C(=O)NCCCNc2ccc(C(F)(F)F)cc2[N+](=O)[O-])cc1	0%	24	0%	-5%	1	-19	-25%	30%	0	0%
CCOC(=O)CNC(=O)CCCCCC(=O)NCC(=O)OCC	5%	-2	3%	8%	1	21	7%	-8%	-5	8%
O=C(c1ccccc1Br)N1CCN(c2ccc([N+](=O)[O-])c(N3CCOCC3)c2)CC1	7%	0	-16%	-13%	9	-1	?	7%	-2	3%
Remaining list, next part:
SMILES	Integrin act MD	TRPV1 agonist	S-ASM inh	A-T KAP1 phos	FBPA coupling cs	KCNH2 3.1 inh	MBNL1 CUG block	MLL CXXC-DNA inh	hERG WT inh	GALK inhibitor
Cc1cccc(N2CCN(C(=O)c3ccc(S(=O)(=O)N(C)c4ccccc4)cc3)CC2)c1C	-7%	.	-1%	6%	.	-13	.	.	11	.
O=C(Nc1cc(N2CCOCC2)ncn1)NC1(C(F)(F)F)Oc2ccccc2O1	-43%	?	-1%	0%	0	-2	4%	1%	-3	-1%
Cc1cc(=O)[nH]c(N/N=C/C2=C(N3CCOCC3)C(=C\c3ccc(Cl)cc3)/CC2)n1	-11%	9	?	5%	1	5	3%	15%	-10	3%
O/N=C1\CCCc2ccccc21	-8%	0	0%	7%	-3	-2	4%	-3%	8	0%
COc1cc(/C=C2\SC(N)=NC2=O)cc(OC)c1	-16%	1	3%	0%	5	-4	13%	-15%	-10	7%
CCOC(=O)COc1cccc2c(=O)n(CC(=O)N3CCCCC3)ccc12	1%	7	4%	1%	0	9	-5%	-8%	3	-4%
O=C1CCSc2cccc3cccc(c23)N1	25%	-3	0%	-3%	-13	13	42%[activator]	3%	-6	-1%
COc1ccc(Oc2cccc(Cl)c2CNC(=O)CCCC(=O)O)cc1	5%	-6	-7%	1%	5	8	-10%	-7%	0	10%
CCOC(=O)c1ccc(NC(=O)CC2SCCNC2=O)cc1 (configuration not stated)	-7%	1	-2%	-10%	1	-3	-11%	8%	-7	5%
COc1ccc2oc(=O)c(C(=O)NC3CCCCCC3)cc2c1	10%	-6	184%[activator]	-4%	2	23	?	9%	2	-7%
CC1CCN(C(=O)c2ccc(NC(=O)C3CCCO3)cc2)CC1 (configuration not stated)	9%	27	3%	-5%	3	11	3%	0%	3	1%
O=C(NC1=NCCS1)c1cc(-c2ccccc2)nn1-c1ccccc1	17%	15	-1%	13%	0	5	5%	5%	-11	3%
O=C(CN1C(=O)c2ccc([N+](=O)[O-])cc2C1=O)NC1CCS(=O)(=O)C1 (configuration not stated)	-6%	-2	1%	5%	.	-3	.	.	3	.
CCOc1ccc2[nH]c(=O)c(CN(Cc3cccnc3)C(=O)Nc3ccccc3OC)cc2c1	-11%	-1	23%	-3%	0	7	-1%	9%	-17	-2%
CCN1CCN(S(=O)(=O)c2ccc(Cl)c(C(=O)Nc3ccccc3N3CCCCC3)c2)CC1	-49%[inhibitor]	?	-2%	0%	.	-47	.	.	15	.
CCOc1ccc(-n2c(N)c(C(=O)NCc3ccco3)sc2=S)cc1	-16%	-3	-3%	6%	-8	9	?	-5%	6	-2%
O=C(Nc1nnc(C2=COCCO2)o1)c1cccc(C(F)(F)F)c1	5%	0	0%	10%	.	7	0%	11%	-24	4%
O=C(CN1C(=O)c2cccc3cccc1c23)NC1CCCC1	-14%	-1	45%[activator]	-5%	0	15	?	2%	-2	0%
CCOc1ccc(CCNC(=O)CS(=O)Cc2nc(-c3ccc(C)cc3)oc2C)cc1 (configuration not stated)	-16%	6	-4%	7%	.	-2	-6%	9%	-11	1%
COC(=O)c1cc(S(=O)(=O)N2CCCC2=O)c(Cl)cc1Cl	0%	-2	-5%	-4%	4	30	2%	3%	5	-4%
COc1cccc(CNc2ccc3[nH]c(=O)[nH]c3c2)c1OCc1ccccc1F	-29%	17	0%	-17%	4	16	0%	-3%	7	-1%
O=C(c1ccc(Cl)cc1)N1CCC(N2CCC(C(=O)N3CCOCC3)CC2)CC1	-2%	0	-2%	-12%	.	-29	2%	2%	-4	5%
Cc1ccc(C(=O)NCC(c2ccc(F)cc2)N2CCOCC2)s1 (configuration not stated)	18%	.	3%	7%	.	-8	.	.	1	.
Fc1cc(Br)ccc1COc1ccc(-c2nnco2)cc1	-24%	2	-1%	6%	.	2	4%	1%	13	-7%
CCC(O)(CC)C(=O)N(Nc1ccc(C)cc1)c1ccc(C)cc1	14%	2	-5%	0%	-2	-5	-2%	8%	-2	-3%
N=c1c(C(=O)NCc2ccccc2)cc2c(=O)n3ccccc3nc2n1Cc1ccco1	-56%[inhibitor]	?	300%[activator]	.	6	4	?	17%	-20	4%
Cn1c(=NC(=O)C2CCCCC2)sc2cc([N+](=O)[O-])ccc21	4%	5	-3%	-1%	-1	0	2%	6%	0	-1%
CCOC(=O)/C(=C\c1cccc(O)c1)c1nc2sc(C)c(C)c2c(=O)[nH]1	-39%	-3	-8%	33%	1	.	.	44%[activator]	4	-3%
Cc1cc(NC(=O)/C(C#N)=C/c2ccco2)n(-c2ccccc2)n1	3%	-3	4%	2%	2	12	?	6%	-7	0%
CCOC(=O)c1c(C)[nH]c(C)c1C(=O)CSc1nnc(-c2ccco2)n1Cc1ccccc1	-5%	9	-7%	6%	3	1	-26%	-5%	1	-3%

Screening results from PubChem BioAssay.
